TbREL1 primary: TbREL1 inhibition, primary screen | P86926 | TbREL1 RNA ligation, FRET fluorescence | inhibition, % at 9.66 µM | 0.49% of 89,000 active;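 active = inhibition above the mean inhibition across all screened compounds plus 3 SD, cut at about 11% in these data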;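 note: 0% = plate median of test wells and 100% = NSC42067 control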
Target sequence (P86926 whole entry, looked up): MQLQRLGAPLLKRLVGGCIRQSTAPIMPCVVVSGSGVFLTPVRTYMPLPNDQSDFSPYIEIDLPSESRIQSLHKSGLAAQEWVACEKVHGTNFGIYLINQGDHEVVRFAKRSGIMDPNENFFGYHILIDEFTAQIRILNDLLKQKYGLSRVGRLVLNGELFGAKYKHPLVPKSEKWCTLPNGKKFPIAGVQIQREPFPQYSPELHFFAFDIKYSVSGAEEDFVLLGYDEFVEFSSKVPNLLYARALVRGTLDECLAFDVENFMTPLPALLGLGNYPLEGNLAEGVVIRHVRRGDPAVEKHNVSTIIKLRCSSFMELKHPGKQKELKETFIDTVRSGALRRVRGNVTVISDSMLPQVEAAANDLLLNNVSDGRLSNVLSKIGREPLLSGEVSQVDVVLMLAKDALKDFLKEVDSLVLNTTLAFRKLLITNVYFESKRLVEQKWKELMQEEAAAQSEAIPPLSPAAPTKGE
Active calls of the source: *. This is a subset; count on the stated rates, not on these rows.

SMILES	TbREL1 primary
CCOC(=O)CSc1ccc(S(=O)(=O)N(CC)CC)cc1[N+](=O)[O-]	-2.4
O=C(NCc1cccc(C(F)(F)F)c1)C1CC(c2c(Cl)cccc2Cl)=NO1 (stereo unspecified)	-1.4
COc1ccccc1Nc1nc(N)nc(CSc2nc(C)cc(C)n2)n1	-2.1
O=C(Cc1ccccc1)NN1C(=O)C2C3C=CC(C3)C2C1=O (stereo unspecified)	-2.4
COc1cc(-c2nnc(SCC3(c4ccc(Br)cc4)OCCO3)o2)cc(OC)c1OC	6.3
CC12CCC(=O)N1C(C(=O)Nc1nc(-c3ccc(F)c(F)c3)cs1)CS2 (stereo unspecified)	-0.7
COc1cc2c(C(=O)NCCN(C)C)cn(CC(C)C)c(=O)c2cc1OC	1.4
CCCOP(=O)(OCCC)C(Nc1ccc(C(C)C)cc1)c1ccc([N+](=O)[O-])cc1 (stereo unspecified)	-0.6

The results go on:
SMILES	TbREL1 primary
CC(NC(=O)COc1ccc(Oc2ccccc2)cc1)C(=O)O (stereo unspecified)	1.2
O=C1CCc2cc(S(=O)(=O)N3CCN(C(=O)c4ccco4)CC3)ccc2N1	-1.0
Cc1nnc(SCC(=O)Nc2ccc3c4c(cccc24)CC3)n1C	-1.3
COc1ccc(-c2csc(NC(C)=O)n2)cc1OC	1.4
COc1ccc(C2(C(=O)Nc3c(C)n(C)n(-c4ccccc4)c3=O)CCCC2)cc1OC	0.4
Cc1cc(Br)ccc1SCC(=O)OCC(=O)c1c(N)n(C)c(=O)n(C)c1=O	-4.6
CC1(c2ccccc2)NC(=O)N(NC(=O)CSc2n[nH]c(N)n2)C1=O (stereo unspecified)	-2.5
COc1ccc(CN(C)C(=O)C23CC4CC(CC(C4)C2)C3)c(OC)c1	0.7

(listing goes on)
SMILES	TbREL1 primary
COc1ccc(Nc2nc(N)nc(COc3ccc(OC)cc3)n2)cc1	3.0
COc1ccccc1NC(=O)N1CCC(C(=O)c2ccc(F)cc2)CC1	1.9
CC(C)CCNC(=O)C1CCCN(S(=O)(=O)c2ccc(-n3cnnn3)cc2)C1 (stereo unspecified)	3.5
COCCOC(=O)c1[nH]c2c(c1C)C(=O)C(C(=O)OC)C(C)C2 (stereo unspecified)	1.1
O=C(c1ccc(F)cc1F)C1CCN(c2ccc([N+](=O)[O-])cn2)CC1	4.8
CCCCOc1ccc(C2(C(=O)O)CCCC2)cc1	-1.8
Cc1cccc(C)c1NC(=O)CN(C)C(=O)CSC(=S)N1CCCC1	-2.5
COC(=O)[C@]12C[C@H](CC(=O)NCc3cccc4ccccc34)C(=O)N(CCc3ccc(OC)c(OC)c3)C1=C[C@H](C(C)C)O[C@@H]2C1CC1	-0.4

(continued)
SMILES	TbREL1 primary
O=C(NCC1CCCO1)c1sc2cc(Cl)ccc2c1Cl (stereo unspecified)	-1.7
CCOC(=O)c1ccc(NC(=O)C2C3CCC(C3)C2C(=O)O)cc1 (stereo unspecified)	5.2
Cc1[nH]c2ccccc2c1CC(=O)Nc1ccc(Nc2cccnc2)c(-c2ccc(Cl)c(Cl)c2)c1	-3.1
O=C1CCC([N+](=O)[O-])C(c2cccc(Cl)c2Cl)N1 (stereo unspecified)	-3.0
CCN1C(=O)C(CC(=O)Nc2ccccc2)S/C1=N\c1ccccn1 (stereo unspecified)	5.8
Nc1cccc(N=[N+]([O-])c2cccc(N)c2)c1	5.0
O=C(Nc1nnc(C2CC2)s1)c1cccnc1Oc1ccc(Cl)cc1	-0.9
CC1CCN(C(=O)CNC(=O)c2ccc(Br)o2)CC1	0.2

Following part
SMILES	TbREL1 primary
O=c1[nH]c(CSc2nnc3ccccn23)nc2ccccc12	-1.5
CC(C)c1nc2cc(C(=O)NC(c3cccnc3)C(F)(F)F)ccc2o1 (stereo unspecified)	-1.2
Cn1c(N)c(Sc2ccccc2[N+](=O)[O-])c(=O)n(C)c1=O	2.0
COC(=O)c1ccccc1NC(=O)CSc1nnc(-c2cccnc2)n1C	5.5
CCOC(=O)C1(Cc2ccccc2)CCCN(C2CCCC2)C1 (stereo unspecified)	-2.9
CNC(=O)CSc1nc(SC)ns1	0.2
CCOc1ccc(N(Cc2cc3cc(OC)ccc3[nH]c2=O)S(C)(=O)=O)cc1	-0.2
Cc1ccccc1S(=O)(=O)Cc1ccc(C(=O)NC2CCCC2)o1	3.7

Further compounds follow.
SMILES	TbREL1 primary
CCCn1c(C(CO)Nc2nc(-c3cccc(Br)c3)cs2)nc2ccccc21 (stereo unspecified)	3.2
CCn1c(C)c(P(c2ccccc2)c2ccccc2)[n+]2ccccc12	4.0
CCNC(=O)COc1ccc(-c2ccccc2)cc1	0.0
Cc1ccc(S(=O)(=O)NC(CC(=O)N2CCOCC2)c2ccco2)cc1 (stereo unspecified)	3.5
O=C1CC(SCc2nc3ccccc3[nH]2)C(=O)N1c1ccc(F)c(Cl)c1 (stereo unspecified)	-2.7
CC(=O)N1CCN(C(=O)CCc2cc(C(C)(C)C)c(O)c(C(C)(C)C)c2)CC1	-3.2
CC(C)OC(=O)CSc1nnc(Cc2ccccc2)n1Cc1ccco1	2.4
CCOC(=O)C1(CC2CC2)CCN(C(=O)c2cc(C)nc3ccc(CC)cc23)CC1	-2.4

(further entries)
SMILES	TbREL1 primary
Cc1cccc(C(=O)OC(C)C(=O)N2CCc3ccccc3C2)c1C (stereo unspecified)	-2.8
Cn1c(=O)c2c(nc(-n3ccnc3)n2Cc2ccc([N+](=O)[O-])cc2)n(C)c1=O	-0.9
C1=C(CCNc2nnnn2-c2ccccc2)CCCC1	-1.6
CCCN1CCN(C(=O)c2cc(COc3ccc(F)cc3F)on2)CC1	-1.4
CN(C(=O)COC(=O)c1cc([N+](=O)[O-])ccc1Cl)c1ccccc1	5.5
COc1ccc(/C=C(\C#N)C(=O)NC2CCS(=O)(=O)C2)cc1OC (stereo unspecified)	6.2
COc1cc(OC)cc(C(=O)OCC(=O)Nc2nnc(-c3ccccc3)o2)c1	9.7
CCOc1ccc(N(CC(=O)Nc2cccc(N(C)S(C)(=O)=O)c2)S(=O)(=O)c2ccccc2)cc1	2.2

(list continues)
SMILES	TbREL1 primary
Cc1cc(C)n2nc(N)c(N=Nc3ccc(Cl)cc3)c2n1	-0.6
COc1ccc(S(=O)(=O)N2CCCCC2)cc1NC(=O)Cc1ccc(Br)cc1	0.8
Cc1n[nH]c(=O)c2c(NC(=O)CSc3nncn3C(C)C)oc(C)c12	2.9
Cc1cc(C)n2nc(C(=O)OCC(=O)Nc3cc(S(=O)(=O)N4CCOCC4)ccc3Cl)nc2n1	3.9
Cc1cccc(CCN2CCN=C2N(C)C)c1	4.6
Nc1oc2ccc(F)cc2c(=O)c1C=O	1.0
CC(C)(O)/C=C/C(=O)[C@](C)(O)C1[C@H](O)C[C@@]2(C)C3CC=C4C(C=C(O[C@@H]5O[C@H](CO)[C@@H](O)[C@H](O)[C@H]5O)C(=O)C4(C)C)[C@]3(C)C(=O)C[C@]12C (stereo partly specified)	2.6
Cc1ccc(C(=O)Nc2ccc(S(=O)(=O)N3CCCC3)cc2)s1	0.3

(continued)
SMILES	TbREL1 primary
CCN(CC)S(=O)(=O)c1cccc(C(=O)N[C@H](C(=O)NCc2ccccc2F)C(C)C)c1	-1.7
COc1ccc2c(c1)c(C(C)=O)c(C)n2CCc1ccc(OC)c(OC)c1	-2.3
O=C(Nc1ccccc1Oc1ccccc1)NC1CCCCN(Cc2ccc(Cl)cc2)C1=O (stereo unspecified)	3.1
CCOC(=O)/C(C#N)=C/c1ccc(OC(=O)c2ccco2)c(OCC)c1	-2.7
Cc1ccccc1NC(=O)c1cc(N)ccc1N1CCCCC1	3.4
Cn1c(=O)cc(SCC(=O)N2CCCC2)c2cc(Cl)ccc21	1.1
COc1ccc(CCNC(=O)C2CC(=O)N(C3CCCC3)C2)cc1OC (stereo unspecified)	-0.3
CC(=O)Nc1ccc(-n2c(C)nc(=O)c(-c3ccccc3)c2C)cc1	0.0

Grouped by structure, those above containing a CF3 group (two)
SMILES	TbREL1 primary
O=C(NCc1cccc(C(F)(F)F)c1)C1CC(c2c(Cl)cccc2Cl)=NO1 (stereo unspecified)	-1.4
CC(C)c1nc2cc(C(=O)NC(c3cccnc3)C(F)(F)F)ccc2o1 (stereo unspecified)	-1.2

The list continues:
SMILES	TbREL1 primary
COc1ccc2[nH]c3c(c2c1)CCN[C@]31C(=O)N(C)c2ccccc21	-0.6
CCC(C)N(C)C1CCN(C(=S)Nc2ccc(OC)cc2)CC1 (stereo unspecified)	-3.3
CCOC(=O)N1CCN(C(=O)COc2ccc(S(=O)(=O)NC(C)C)cc2)CC1	-1.5
Cc1nc(C2CC(=O)OC23CCCCC3)cs1 (stereo unspecified)	0.2
C1=C[C@H]2CCCN3CC[C@@H]([C@@H]2[C@]32CO2)[C@H]1CCOCc1ccccc1	5.3
CCn1c(O)c(C=Nc2ccccc2)sc1=O	-1.7
COc1ccc(NC(=O)C2CCCN(c3cc(C)nc4ncnn34)C2)cc1 (stereo unspecified)	3.0
Cc1csc(N/N=C/c2ccc(O)c([N+](=O)[O-])c2)n1	3.1

The list goes on.
SMILES	TbREL1 primary
CC1CN(CCCCOc2ccc(C(C)C)cc2)CC(C)O1 (stereo unspecified)	-0.9
COc1ccc(S(=O)(=O)N2CCN(C(=O)Cc3ccsc3)CC2)cc1	0.1
CC1(C)CC(=O)C2=C(C1)N(C1CCCCC1)C(=O)C2(O)C(F)(F)F (stereo unspecified)	1.2
Cc1cc(C)cc(NC(=S)Nc2ccc(Cl)c(Cl)c2)c1	-4.9
CC1=CCC2C(=O)N(c3cccc(C(=O)N(C)C4CCCCC4)c3)C(=O)C2C1 (stereo unspecified)	-1.9
C[C@H]1C(=O)[C@]23C[C@H]1CC[C@H]2[C@]1(C)[C@@H](O)CC[C@@](C)(C(=O)O)[C@H]1C[C@@H]3O	3.5
CCCCNC(=O)Cc1c(O)c2ccccc2[nH]c1=O	-4.9
Cc1cccc(C2c3[nH]c4ccccc4c3CCN2Cc2ccc(C)s2)n1 (stereo unspecified)	-3.4

Remaining list, next part
SMILES	TbREL1 primary
Cc1ccc(OCC(=O)N2CCN(C(=O)Cc3ccccc3)CC2)cc1	-1.9
Cc1ncc(C[n+]2csc(CCOC(=O)CC3C4CC5CC(C4)CC3C5)c2C)c(N)n1 (stereo unspecified)	7.6
Cc1ccc(C2=[N+]([O-])C3(CCCCC/C3=N\NC(N)=O)N(O)C2(C)C)o1 (stereo unspecified)	0.9
CCCCC(CC)C(=O)NCc1ccccc1OC (stereo unspecified)	3.7
COc1cc(/C=N/NC(N)=O)cc(Br)c1OCc1ccccc1C	4.6
Cc1ccc(C2(C)NC(=O)N(Cc3c(C)noc3C)C2=O)cc1 (stereo unspecified)	-0.2
O=C(NCC1CCCCC1)c1ccc(Cl)c(S(=O)(=O)N2CCOCC2)c1	1.2
CC(C)CCNC(=O)CSc1nc2c(c(=O)[nH]1)CCC2	-3.0

Additional structures follow:
SMILES	TbREL1 primary
O=C(NC1CCCCC1)c1nc2c(nnn2Cc2ccccc2Cl)c(=O)[nH]1	6.8
COc1ccc(NC(=O)CNC(=O)Cc2ccccc2)cc1OC	5.0
CN(C)S(=O)(=O)n1cc(/C=C(\NC(=O)c2ccccc2Cl)C(=O)NCCCN2CCOCC2)c2ccccc21	3.5
CC(=O)c1ccc(S(=O)(=O)NCc2ccc(C(=O)NCC(c3ccccc3)N(C)C)cc2)cc1 (stereo unspecified)	-5.4
C/C(=N\NC(=O)c1sccc1C)c1ccncc1	2.2
CCOC(=O)c1cc2[nH]c3ccccc3c2[n+](-c2ccc([N+](=O)[O-])cc2)c1C	7.0
COCCNc1nnc(SCC(=O)NC(=O)c2ccccc2)s1	1.0
Nc1nc(C23CC4CCC(CC(C4)C2)C3)cs1	-0.8

Following part:
SMILES	TbREL1 primary
CCOc1cc(C(=O)Nc2ccccc2N2CCOCC2)ccc1OCC(=O)N1CCCCC1	4.6
O=C(CSc1nccn1-c1cccc(Cl)c1)Nc1ccc2c(c1)OCCO2	3.2
O=C1CC(c2ccccc2)CC(O)=C1C=NCCN1CCN(C(=O)Nc2ccccc2)CC1 (stereo unspecified)	-1.1
Cc1nc2c3c(sc2c(=O)[nH]1)NC(=O)CC3c1ccccc1Cl (stereo unspecified)	3.4
N#CCSc1nccc(/C=C/c2ccccc2)n1	12.0*
O=C(Cc1ccccc1)NNC(=O)Nc1cccc(Cl)c1	7.0
Cc1nc(C)c(C(=O)N/N=C/c2cc(Br)ccc2O)s1	5.1
O=C(CN1C(=O)c2ccccc2C1=O)NCC(=O)Nc1ccccc1	0.9

Part of the list above, with the structure last:
TbREL1 primary	SMILES
3.2	O=C(CSc1nccn1-c1cccc(Cl)c1)Nc1ccc2c(c1)OCCO2
-1.1	O=C1CC(c2ccccc2)CC(O)=C1C=NCCN1CCN(C(=O)Nc2ccccc2)CC1 (stereo unspecified)
3.4	Cc1nc2c3c(sc2c(=O)[nH]1)NC(=O)CC3c1ccccc1Cl (stereo unspecified)
12.0*	N#CCSc1nccc(/C=C/c2ccccc2)n1
7.0	O=C(Cc1ccccc1)NNC(=O)Nc1cccc(Cl)c1

Next section:
SMILES	TbREL1 primary
O=C(CSc1nnc2scc(-c3ccccc3)n12)Nc1nsc(-c2ccc(Cl)cc2)n1	1.4
C/C(CCc1ccccc1)=N\NC(=O)COc1ccccc1C	2.3
COc1cccc(N(C(=O)CNC(=O)c2ccco2)C(C(=O)NC2CCCCC2)c2ccncc2)c1 (stereo unspecified)	-0.5
O=C(Nc1ccccc1N1CCCCC1)c1ccc(OC(F)F)cc1	7.1
O=C(NNC(=O)c1cccs1)c1cccnc1	-1.3
Cc1nn(Cc2ccccc2Cl)c2sc(C(=O)NCc3ccc4c(c3)OCO4)cc12	7.3
COc1ccccc1-c1coc2c(CN3CCN(CCO)CC3)c(O)ccc2c1=O	0.3
Cc1cc(CNC(=O)c2cccc3c2C(=O)c2ccc(-c4ccc(F)cc4OCc4ccccc4)cc2S3(=O)=O)c(C(F)(F)F)o1	2.1

From PubChem
